BioA inh = M. tuberculosis BioA enzyme inhibitors, primary screen, biochemical, plate reader, single point, HTS; 7,8-diaminopelargonic acid synthase BioA (Mycobacterium tuberculosis); purified M. tuberculosis BioA enzyme; inhibition, % at 9.99 µM; 360,000 compounds, 0.096% hits; in the data active = inhibition above about 40%; inconclusive = no clear call, values can overlap the other calls
Mtb FBA inh = Mtb FBA enzyme inhibitors, primary screen, biochemical, fluorescence, strain H37Rv | inhibition, % at 1 µM | Fructose-bisphosphate aldolase (Mycobacterium tuberculosis (strain ATCC 25618 / H37Rv)), … | purified M. tuberculosis FBA, fluorescence read-out | 360,000 compounds, 2.3% hits; in the data active = inhibition above about 27%;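 also: 0% = vehicle and 100% = reference inhibitor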
Target sequence (P9WQA3 whole entry, looked up): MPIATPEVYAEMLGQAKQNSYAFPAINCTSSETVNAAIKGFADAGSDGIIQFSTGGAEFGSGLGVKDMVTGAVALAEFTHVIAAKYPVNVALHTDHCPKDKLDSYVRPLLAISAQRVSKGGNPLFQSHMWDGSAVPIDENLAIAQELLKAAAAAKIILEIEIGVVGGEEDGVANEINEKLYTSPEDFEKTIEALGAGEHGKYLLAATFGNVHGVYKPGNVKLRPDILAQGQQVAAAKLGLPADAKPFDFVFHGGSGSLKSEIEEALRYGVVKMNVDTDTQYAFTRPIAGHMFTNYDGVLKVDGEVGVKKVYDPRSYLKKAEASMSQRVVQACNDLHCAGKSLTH
UGM FP inh = M. tuberculosis UGM enzyme inhibitors, primary screen, biochemical, fluorescence polarization, single point; UDP-galactopyranose mutase (Mycobacterium tuberculosis (strain ATCC 25618 / H37Rv)), …; purified UGM, fluorescence polarization probe displacement; inhibition, % at 10 µM; 320,000 compounds, 0.06% hits; in the data active = inhibition above about 10%, passing the limit was not always enough; inconclusive = no clear call, values can overlap the other calls
Target sequence (P9WIQ1 whole entry, looked up): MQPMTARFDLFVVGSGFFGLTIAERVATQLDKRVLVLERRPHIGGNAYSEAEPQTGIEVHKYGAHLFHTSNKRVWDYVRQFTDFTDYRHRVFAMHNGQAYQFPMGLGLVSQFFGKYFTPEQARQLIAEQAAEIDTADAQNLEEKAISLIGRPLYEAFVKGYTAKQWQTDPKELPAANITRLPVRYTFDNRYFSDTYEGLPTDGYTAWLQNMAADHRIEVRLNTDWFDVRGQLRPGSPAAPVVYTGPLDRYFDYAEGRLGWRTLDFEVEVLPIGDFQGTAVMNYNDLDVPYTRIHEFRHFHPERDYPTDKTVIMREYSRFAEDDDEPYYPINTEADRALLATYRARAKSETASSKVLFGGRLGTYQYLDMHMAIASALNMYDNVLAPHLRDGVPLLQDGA
GDH-TPI inh = GDH-TPI coupling enzyme inhibitors, primary screen, artefact control for M. tuberculosis FBA inhibitor project, biochemical, absorbance, full deck | GDH-TPI coupled enzyme counterscreen, NADH absorbance | inhibition, % at 4.8 µM | 360,000 compounds, 1.2% hits | AID 588335, 2011; in the data active = inhibition above about 30%;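 also: 0% = DMSO wells and 100% = wells lacking the enzyme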
FadD28 binding = inhibitors of FadD28 bisubstrate probe binding, primary screen, biochemical, fluorescence polarization, single point | Mycobacterium tuberculosis FadD28 fatty-acid-AMP ligase | inhibition, % at 12.5 µM | 360,000 compounds, 0.22% hits | AID 588549, 2011; in the data active = inhibition above about 8.5%, passing the limit was not always enough; inconclusive = no clear call, values can overlap the other calls
TcdB inh = TcdB glycohydrolase inhibitors, primary screen, biochemical, single point, plate reader. Toxin B (Clostridioides difficile), P18177. TcdB glycohydrolase enzymatic assay. inhibition, % at 9.99 µM. 350,000 compounds, 0.24% hits; in the data active = inhibition above about 10%
PfHsp40 rescue = rescue of yeast from PfHsp40 toxicity, primary screen, S. cerevisiae, ATP luminescence. 340,000 compounds, 0.68% hits. AID 504582, 2011. S. cerevisiae expressing PfHsp40, growth rescue. growth rescue, % at 12.5 µM; in the data active = growth rescue above about 28%, passing the limit was not always enough; inconclusive = no clear call, values can overlap the other calls;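 also: yeast W303a lacking pdr1 and pdr3 grown in galactose medium; growth measured after three days at 30 °C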
BH1578 lux ind = inducers of Vibrio cholerae quorum light production without autoinducers, primary screen, BH1578 luxS cqsA deficient, single point | V. cholerae BH1578 lux reporter, luminescence, 6 h | activation, % at 18.7 µM | 350,000 compounds, 0.16% hits; in the data active = activation mostly above about 9.7%, no sharp cut-off; inconclusive = no clear call, values can overlap the other calls; inactive = mostly below about 3.7%; also: not every result past the cut was called active; inactives centre near 0; reference of the scale not given here
Yp Topo-I inh = Yersinia pestis topoisomerase I inhibitors, primary screen, biochemical, cleavage product accumulation, plate reader, single point; Y. pestis Topo-I cleavage product accumulation; activity, % at 10 µM; 360,000 compounds, 0.064% hits; AID 504884, 2011; in the data active = activity above about 50%, passing the limit was not always enough; inconclusive = no clear call, values can overlap the other calls; also: inactives centre near 2
* hit, by the source's call; i = inactive; ? = inconclusive; / = not tested or not shown; + = active, no number; & = joins results of further samples.

mol,FadD28 binding,Mtb FBA inh,PfHsp40 rescue,BioA inh,BH1578 lux ind,Yp Topo-I inh,TcdB inh,GDH-TPI inh,UGM FP inh
CCCn1c(=O)c2ccccc2n2c(SCc3cc(=O)oc4ccc5ccccc5c34)nnc12,-1.9,8,-0.5,-0.8,-0.2,4,/,3,-0.8
Cc1nc(SCn2nnc3ccccc3c2=O)nc(C)c1C,0.0,-1,0.8,-0.8,-0.3,-4,/,-7,-2.5
Nc1n[nH]c(CO)n1,-2.2,-1,0.1,-1.9,0.9,5,2.5,-6,0.4
O=C1OCCC1C(=O)c1ccccc1 (stereo not drawn),-2.1,-3,/,/,i,12,0.9,-1,/
CC(=O)c1c(C)[nH]c(C(=O)NCCN2CCC(C)CC2)c1C,0.0,-2,-0.7,0.4,i,-1,/,-3,-2.6
O=S(=O)(Nc1ccccn1)c1cnc(Cl)c(Br)c1,-2.0,0,-1.7,/,-0.6,4,-1.2,4,-2.5
COc1cc(Cl)ccc1OC1(C)CCN(Cc2cccn2-c2nccs2)C1 (stereo not drawn),-1.6,0,/,0.9,-0.1,21,0.4,1,/
Cc1cc(N2CCOCC2)ccc1/C=C1\NC(=O)N(Cc2ccccc2F)C1=O,0.4,0,1.4,/,i,9,-2.1,11,2.2
CCCn1c(=O)c2ccccc2n2c(SCc3c(C(=O)OCC)oc4ccccc34)nnc12,-5.0,-1,0.0,/,-1.2,9,/,11,-1.6
CC(=O)Nc1ccc(C(=O)OCC(=O)NC2CCCCCC2)cc1,-2.6,-1,/,-0.5,3.3,-7,0.2,3,/
CC1CCCC(NC(=O)CSC2CCCCC2)C1C (stereo not drawn),-2.3,1,2.4,/,1.4,24,0.4,1,-1.1
Cc1cccc2sc(NNC(=O)c3ccc(S(=O)(=O)N4CC(C)CC(C)C4)cc3)nc12 (stereo not drawn),-2.6,3,285*,-2.8,-0.1,17,1.8,18,0.9
COc1ccc(-n2c(C)cc(/C=C3/SC(=S)N(C)C3=O)c2C)cc1,-1.1,-1,-0.2,-0.5,i,-3,-0.6,-2,-1.0
CN(C(=O)c1ccc(NC(=O)Cc2ccc(NC(=O)C3CCN(S(=O)(=O)c4cccc([N+](=O)[O-])c4)CC3)cc2)cc1)C1CCCC1,-0.9,0,0.0,-1.5,i,28,-0.5,9,/
COc1ccc(-c2cc(C(=O)N3CCN(c4ncccn4)CC3)c3ccccc3n2)cc1OC,-1.3,2,0.4,-0.6,0.3,4,1.4,18,-2.5
C=CCN1C(=O)C2(C(C#N)=C(N)Oc3n[nH]c(CCC)c32)c2ccccc21 (stereo not drawn),-1.6,5,-1.6,0.0,i,12,/,8,-3.6
Nc1cccc(Nc2ccccc2)c1,-2.4,-4,-0.4,/,-0.9,-16,-1.6,-3,-0.9
COc1cc(NC(=O)C2CCC(CNS(=O)(=O)c3csc(C(N)=O)c3)CC2)cc(OC)c1 (stereo not drawn),-9.4,3,-0.1,0.7,i,7,-1.1,-6,-2.0
O=C(COc1ccccc1)Nc1nnc(-c2ccc(Cl)cc2)o1,-2.1,0,-1.8,-0.7,-0.5,-1,-1.0,-7,-0.5
COc1ccccc1NC(=O)Cn1nc(C)n2cccc2c1=O,-1.3,-1,0.0,-2.9,-0.4,-6,-0.8,-3,1.2
CCc1nnc(NC(=O)C(C)C)s1,-2.3,0,0.0,1.4,i,-1,/,14,1.4
CCCCC(=O)OCc1nc(N)nc(Nc2ccccc2C)n1,-0.3,4,1.6,/,-0.3,-2,0.9,2,1.9
CC1=CC2=NCC(O)CN2C=C1 (stereo not drawn),-2.4,28*,0.6,-0.2,-0.6,6,/,-4,2.4
Cc1cc(=O)oc2cc(OCc3ccc(C(=O)OCC(=O)Nc4ccccc4OC(F)F)cc3)ccc12,-0.1,4,-0.4,/,-0.2,2,1.3,16,1.2
COc1cc(C(C)=O)ccc1Oc1ncnc2c1cnn2-c1ccccc1,-0.9,-1,-0.6,0.0,-0.2,3,1.4,8,-0.5
CCC1(c2ccccc2)CN(C)C1=O (stereo not drawn),-0.4,5,/,-1.2,4.5,3,-1.5,13,/
O=C(Nc1nccs1)c1ccc(-c2ccc(F)c(Cl)c2)o1,-4.1,-1,12,-1.5,-5.0,-13,0.5,6,-2.0
O=C(NCCCn1ccnc1)c1ccc(S(=O)(=O)N2CCCCCC2)cc1,-1.2,2,0.0,/,i,5,/,-5,-2.4
Cc1nn(C)cc1CN(C)Cc1ccc(OCC(O)CN2CCCCC2)cc1 (stereo not drawn),-2.1,0,1.0,/,-0.1,4,1.0,16,3.8
CCCS(=O)(=O)NC(=O)C1(C)CCCN(C(=O)c2ccc(OC)cc2OC)C1 (stereo not drawn),-1.7,5,/,-0.5,i,4,0.0,6,/
CC1(C)NC(=S)C(C)(C)N1N=O,-2.9,0,-1.3,-1.9,-2.0,-5,-0.7,2,/
COC(=O)CNC(=O)C1Cc2ccccc2CN1S(=O)(=O)c1ccc(F)cc1 (stereo not drawn),-3.6,-6,0.3,0.4,i,-1,-8.3,-8,-0.3
CN(C)[C@@H]1C(=O)C(C(N)=O)=C(O)[C@@]2(O)C(=O)C3=C(O)c4c(O)cccc4[C@@](C)(O)[C@H]3[C@H](O)[C@@H]12,?,0&1,22&8.7,-11&2.4,6.2&0.4,-34&-26,-2.4,17&14,0.3&-0.5&3.7
CCOc1ccc(NC(=O)c2ccc(-c3csc(C)n3)cc2)cc1,-0.1,-1,0.5,0.7,i,-2,0.7,12,-0.5
C/C(=N\Nc1c(F)c(F)c(Br)c(F)c1F)c1ccncc1,-1.4,-1,0.7,-2.2,-0.4,-3,1.3,18,-0.1
CC1(C)CC(=Cc2cc(O)ccc2[N+](=O)[O-])C(=O)c2ccccc21,-9.0,-6,/,2.9,i,-3,/,20,/
CCCCc1nnc(NC(=O)CN2C(=O)C3CCCCC3C2=O)s1 (stereo not drawn),-3.3,0,-0.6,/,-10,-11,1.3,5,1.6
CC(C(=O)O)n1c2ccccc2c2cn[nH]c(=O)c21 (stereo not drawn),-1.2,10,-2.2,0.7,-0.1,-3,2.1,11,-2.4
COc1ccc(NC(=O)c2cc(-c3ccc(F)cc3OC)n[nH]2)cc1OC,-6.0,-3,/,-0.1,-0.4,-12,0.6,9,/
O=C(NC1CCS(=O)(=O)C1)c1ccc(Br)o1 (stereo not drawn),0.9,-1,-0.6,0.9,i,8,0.1,-2,3.6
S=C(NCCc1ccccc1)N/N=C/c1c(Cl)cccc1Cl,-0.5,6,-0.5,/,-0.2,4,/,1,-0.5
Cc1cc(=O)c2c(N(C)C)cccc2[nH]1,-1.2,+,/,0.0,i,-5,1.4,15,/
CC(=O)c1ccc(Cc2ccc(C(C)=O)cc2)cc1,1.0,0,0.3,/,-0.3,-2,-5.0,4,1.3
Cc1nn(-c2cccc(Cl)c2)c(Cl)c1/C=N/NC(=O)c1cccs1,-3.0,2,0.8,/,-0.8,5,0.7,0,-0.8
O=C(COC(=O)c1cc([N+](=O)[O-])ccc1N1CCOCC1)c1ccccc1Cl,-13,-2,-0.9,1.7,i,22,-2.3,8,0.7

Sorted by SMILES length (descending): three of the compounds above.
mol,FadD28 binding,Mtb FBA inh,PfHsp40 rescue,BioA inh,BH1578 lux ind,Yp Topo-I inh,TcdB inh,GDH-TPI inh,UGM FP inh
O=C(COC(=O)c1cc([N+](=O)[O-])ccc1N1CCOCC1)c1ccccc1Cl,-13,-2,-0.9,1.7,i,22,-2.3,8,0.7
Cc1nn(-c2cccc(Cl)c2)c(Cl)c1/C=N/NC(=O)c1cccs1,-3.0,2,0.8,/,-0.8,5,0.7,0,-0.8
CCCCc1nnc(NC(=O)CN2C(=O)C3CCCCC3C2=O)s1 (stereo not drawn),-3.3,0,-0.6,/,-10,-11,1.3,5,1.6

Following part
mol,FadD28 binding,Mtb FBA inh,PfHsp40 rescue,BioA inh,BH1578 lux ind,Yp Topo-I inh,TcdB inh,GDH-TPI inh,UGM FP inh
Cc1ccc(F)cc1NC(=O)c1cccc2nccnc12,-1.7,0,0.4,-1.1,i,-2,/,4,3.4
COc1ccc(N2C(=O)c3ccc(C(=O)OC(C)C)cc3C2=O)cc1,0.0,2,-2.4,-4.1,-0.7,5,/,9,0.1
CSc1cccc(NC(=O)CC(C)n2ccnc2)c1 (stereo not drawn),0.8,1,-1.3,-1.3,-0.3,-4,-0.1,-6,0.1
CC(C)(C)c1ccc(C(=O)NCCCN2CCN(CCCNC(=O)c3ccc(C(C)(C)C)cc3)CC2)cc1,-6.6,1,1.6,/,-0.4,28,/,3,0.0
COc1cc(Cl)c(C)cc1NC(=O)CCN1C(=O)NC(C)(C)C1=O,-3.1,-1,-2.9,0.7,2.1,-9,1.9,-1,/
Cc1cc2ccccc2c(=O)n1CC(=O)NCc1ccco1,2.0,4,0.7,-0.1,3.2,16,/,6,1.4
COc1ccccc1CNC(=O)CSC(=S)N1CCCC1,-3.1,-2,-1.3,-0.8,-0.1,8,2.6,-5,0.7
COC(=O)C1=C(CS(=O)(=O)c2ccccc2)NC(=O)NC1c1ccccc1 (stereo not drawn),-2.5,2,0.7,0.7,-0.2,10,4.5,-3,-1.4
Cc1cc(C)n(-c2ccc(C(=O)Nc3cccc([N+](=O)[O-])c3)cc2)n1,-1.9,-1,0.2,/,-0.2,3,0.2,-2,-0.5
Cc1ccc(/C=C/c2nc3ccccc3c(=O)[nH]2)cc1,-2.7,0,-1.0,/,0.2,-6,1.7,2,-0.3
Nc1c(C(=O)Nc2ccc3c(c2)OCCO3)nnn1Cc1ccc(Cl)cc1,-0.9,-1,-0.7,1.0,i,1,1.1,8,-2.5
CC1(C)Cc2cccc(Oc3ccc(S(=O)(=O)N4CCCC4)cn3)c2O1,-2.6,2,-0.3,-0.6,-0.4,8,1.2,11,-1.5

Assay outcomes as filed in PubChem.
